Assay outcomes deposited in PubChem by The Scripps Research Institute Molecular Screening Center.
FBW7 activator: activators of human E3 ligase FBW7. Q969H0. AlphaScreen FBW7–phospho-cyclin E peptide binding, activator screen. normalized activity (activation), % at 26.1 µM. 650,000 compounds, 0.13% hits. AID 1259310; in the data active means normalized activity above about 1.9%;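 further: purified mutant Fbw7 with reduced substrate affinity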
GPR151 ag: activates the human receptor GPR151 | Q8TDV0 | PathHunter beta-arrestin GPR151 cells, luminescence | activation, % at 11.2 µM | 650,000 compounds, 1% hits | AID 1508602; in the data active means activation above about 4.9%;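 further: 0% = median of compound wells and 100% = cells with positive control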
Target sequence (Q8TDV0 whole entry, looked up): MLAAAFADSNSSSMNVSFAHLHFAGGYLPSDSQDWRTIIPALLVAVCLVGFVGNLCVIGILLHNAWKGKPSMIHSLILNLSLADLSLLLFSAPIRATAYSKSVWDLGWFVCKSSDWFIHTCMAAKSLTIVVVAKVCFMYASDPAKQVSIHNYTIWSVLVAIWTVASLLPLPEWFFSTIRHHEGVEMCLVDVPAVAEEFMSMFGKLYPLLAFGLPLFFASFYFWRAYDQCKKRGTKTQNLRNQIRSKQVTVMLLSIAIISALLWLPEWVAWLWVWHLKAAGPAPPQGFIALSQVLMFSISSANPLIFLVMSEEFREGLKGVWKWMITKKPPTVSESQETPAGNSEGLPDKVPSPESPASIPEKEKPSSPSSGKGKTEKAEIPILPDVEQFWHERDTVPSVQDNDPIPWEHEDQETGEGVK
MITF primary: human MITF inhibition, primary screen; AID 1259374; inhibition, % at 2.6 µM; 650,000 compounds, 0.91% hits; AlphaScreen MITF homodimerization, bead proximity signal; O75030; in the data active means inhibition above about 50%;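 further: 0% = vehicle wells with protein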
Target sequence (O75030 whole entry, looked up): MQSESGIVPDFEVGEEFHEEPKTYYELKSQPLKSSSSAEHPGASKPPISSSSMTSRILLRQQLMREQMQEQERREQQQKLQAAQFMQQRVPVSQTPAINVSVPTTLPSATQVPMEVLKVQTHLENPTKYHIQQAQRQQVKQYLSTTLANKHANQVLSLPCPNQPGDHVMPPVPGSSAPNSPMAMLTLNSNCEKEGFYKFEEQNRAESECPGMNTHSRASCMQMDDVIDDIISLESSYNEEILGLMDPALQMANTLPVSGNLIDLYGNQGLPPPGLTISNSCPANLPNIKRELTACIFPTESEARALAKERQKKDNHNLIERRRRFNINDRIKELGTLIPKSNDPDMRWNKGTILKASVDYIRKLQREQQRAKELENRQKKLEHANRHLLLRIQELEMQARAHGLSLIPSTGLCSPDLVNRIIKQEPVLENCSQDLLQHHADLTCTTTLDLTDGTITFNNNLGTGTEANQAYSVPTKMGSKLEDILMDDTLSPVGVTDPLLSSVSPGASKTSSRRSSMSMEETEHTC
TEAD-YAP inh: TEAD-YAP interaction inhibition. HEK-TIYL cells, TEAD-Gal4/YAP UAS-luciferase luminescence. 640,000 compounds, 1.4% hits. AID 1259422. inhibition, % at 9.12 µM; in the data active means inhibition above about 32%;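 further: 0% = median of test compound wells and 100% = reference inhibitor wells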
The depositor's hits bear a star; x = no result given. Rows were taken by chance; about 3.5% have a hit in one of these screens.

SMILES	FBW7 activator	GPR151 ag	MITF primary	TEAD-YAP inh
Nc1c(-c2ccccc2)c(CN2CCOCC2)nn1-c1ccccc1	0.5	-1.8	9	1
NCC(O)(c1ccc(Cl)cc1)c1ccc(Cl)cc1	0.1	-1.1	8	4
CC(C)(C)c1ccc(OCCCC(=O)Nc2ccc(S(=O)(=O)Nc3nccs3)cc2)cc1	-0.1	0.0	12	8
COc1ccc2nc(CN3CCN(C(=O)C4CC4)CC3)[nH]c2c1	-0.3	0.1	68*	-6
O=C(NCC1CCCO1)c1cc(Br)ccc1Cl (stereo unspecified)	0.0	2.6	3	12
O=C(NCc1ccc2c(c1)OCO2)C1CC2CCCN2C12C(=O)Nc1ccccc12 (stereo unspecified)	-0.1	5.1*	-8	3
COc1ccc(C2=N/C(=C/c3ccc(F)cc3)C(=O)N2c2cccc(Cl)c2C)cc1	0.3	-0.8	0	-7
O=c1c2c(-c3cccs3)csc2ncn1-n1cccc1	-0.1	-1.2	1	3
COc1cc(-n2nnnc2SCC(=O)Nc2nonc2C)c(OC)cc1Cl	1.3	-1.5	12	0
Cc1cc(OC(C)C(=O)N2CCOCC2)cc(C)c1Cl (stereo unspecified)	-0.1	-0.5	-9	8
COc1ccc(CN2CCOc3ccc(C(C)(O)CN(C)C)cc3C2)c2ccccc12 (stereo unspecified)	0.1	-0.5	2	0
Cc1cc(NC(=O)CCSc2ccccc2)n(C)n1	0.4	2.0	-5	-15
CCCCOC(=O)N1C2C=CC(C2)C1(C(F)(F)F)C(F)(F)F (stereo unspecified)	0.0	0.0	-15	2
COc1ccc(OC)c(NC(=O)CSc2nnnn2C2CCCC2)c1	0.4	1.0	7	11
COc1ccc(S(=O)(=O)NCCCO)cc1-c1nnc2c3ccccc3c(C)nn12	0.2	0.2	23	2
CC(C)[C@H]1NC(=O)[C@H]2CN(Cc3ccc(CN4CCCCC4)s3)CCN2C1=O	0.6	-1.4	19	0
Cc1ccc(C(=O)CC(C(=O)O)N2CCCC2)cc1 (stereo unspecified)	0.1	-2.3	-10	2
O=C(NC1CC(=O)N(c2ccccc2)C1)N1CCCCCC1 (stereo unspecified)	0.0	-0.1	11	2
O=C(CSc1nc2c(sc(=S)n2Cc2ccco2)c(=O)n1-c1ccccc1)Oc1ccc(F)cc1F	-0.1	-1.4	-8	7
O=C(CN1Cc2ccccc2C1=O)N1CCN(c2ccccn2)CC1	0.1	2.6	-2	9
Cc1ccc(S(=O)(=O)NNC(=O)/C=C/c2cccc(F)c2)cc1	-0.1	0.4	1	7
O=C1C=C(N(CCO)Cc2ccccc2)c2ccccc2C1=O	-0.2	-0.1	-6	3
O=c1c2c(nc3nc(NCc4cccc(Br)c4)[nH]n13)CCC2	-0.1	0.0	2	-2
CCOc1ccc(NC(=O)NC(=O)N(c2ccc(C)cc2)S(C)(=O)=O)cc1	-0.1	-1.0	7	11
CCO[C@H](c1cc(OC)cc([N+](=O)[O-])c1OC)[C@H](C)/C=C/CC(=O)OC	0.0	0.2	20	x
CCCCCNC(=O)C(=O)NCC(c1ccco1)N1CCN(c2ccccc2)CC1 (stereo unspecified)	0.1	0.3	6	2
O=C(N[C@H]1C[C@H]2C(=O)N[C@H](CO)C(=O)N2C1)c1cccnc1Oc1ccc(Cl)cc1	0.7	0.4	6	6
COc1cccc(C(=O)COC(=O)c2ccc(NC(=O)c3ccc([N+](=O)[O-])cc3)cc2)c1	0.1	4.7	4	-4
CN(C)CCCNC(=O)c1ccc(N(Cc2ccccc2)S(C)(=O)=O)cc1	0.0	-0.1	-11	-11
COC(=O)c1c(C)n(CCOc2ccccc2OC)c2c1cc(O)c1ccccc12	0.3	1.1	13	-12
O=C1N[C@@H](Cc2c[nH]c3ccccc23)C(=O)N2CCN(C(=O)c3cccs3)C[C@H]12	0.1	0.9	1	-4
CC(=O)NS(=O)(=O)c1ccc(NC(=O)C2CC2)cc1	0.1	0.6	-2	0
CC(=O)OC(C)(C#CCN1CCCCC1)C(C)C (stereo unspecified)	-0.1	0.0	5	6
CCCCNS(=O)(=O)c1ccc2nc(-c3cccnc3)cc(C(=O)NCCOC)c2c1	0.0	0.7	2	1
CCN(CC)C(=O)C1CCN(S(=O)(=O)c2ccc(-n3cnnn3)cc2)CC1	0.0	-0.1	5	8
c1cc2c(cc1C13CC4CC(CC(C4)C1)C3)c1c3n2CCNC3CCC1 (stereo unspecified)	0.0	0.6	4	10
COc1ccc(NC(=O)CSc2nc3c(sc(=S)n3-c3ccccc3F)c(=O)n2-c2ccc(F)cc2)c(OC)c1	0.0	0.5	9	16
CCOC(=O)c1cc(-c2ccco2)nc2nc(SC)[nH]c(=O)c12	0.2	1.5	-2	4
Cn1ccnc1COC(=O)c1ccc(OCc2ccccc2)cc1	-0.2	-10.0	-5	-5
COc1ccc(Cn2c(O)c(C=Nc3ccccc3[N+](=O)[O-])c3ccccc3c2=O)cc1	0.5	-0.2	14	7

Record cards (already shown).
Entry for `c1cc2c(cc1C13CC4CC(CC(C4)C1)C3)c1c3n2CCNC3CCC1` (stereo unspecified) = FBW7 activator = 0.0; GPR151 ag = 0.6; MITF primary = 4; TEAD-YAP inh = 10
Entry for `O=C1N[C@@H](Cc2c[nH]c3ccccc23)C(=O)N2CCN(C(=O)c3cccs3)C[C@H]12` = FBW7 activator = 0.1; GPR151 ag = 0.9; MITF primary = 1; TEAD-YAP inh = -4

Next part.
SMILES	FBW7 activator	GPR151 ag	MITF primary	TEAD-YAP inh
OC1c2ccccc2N=C2CCCN21 (stereo unspecified)	-0.2	-0.4	5	-9
Cc1cccc(Cn2c(CN3CCCC(C)C3)nc3c2c(=O)n(C)c(=O)n3C)c1 (stereo unspecified)	0.1	1.7	4	0
COC(=O)C1=C(C)NC(SCC(=O)NCc2ccccc2)=C(C#N)C1c1ccccc1F (stereo unspecified)	0.2	-2.4	14	-11
O=[N+]([O-])c1ccc(N/C(=N\S(=O)(=O)c2ccccc2)c2ccc(Cl)cc2)cc1	0.0	-1.2	25	-9
COc1ccc(CNc2ccc(Br)cn2)c(O)c1	0.9	-0.9	12	-59
O/N=C/c1cccc(OCc2ccccc2)c1	1.3	-1.3	16	-58
O=C(COc1ccc(Cl)cc1Cl)Nc1ncnc2sc3c(c12)CCCC3	0.0	-0.7	-13	6
N#Cc1ccccc1OCC(=O)Nc1ccc(Cl)cc1C(F)(F)F	0.2	1.0	-3	3
CN1CCCN(C(=O)C2CC23CCN(Cc2cccc4cccnc24)CC3)CC1 (stereo unspecified)	0.0	0.1	10	4
CCC(C)c1ccc(NC(=S)NC(=O)c2cccs2)cc1 (stereo unspecified)	-0.3	1.7	10	-36
Cc1sc(NC(=O)CN(C(=O)c2ccc(Cl)cc2)C2CCCC2)c(C(N)=O)c1C	-0.2	0.4	-15	20
Cc1nn(C)cc1CN1CCC(=O)N(Cc2cccc(C(F)(F)F)c2)CC1	-0.1	-0.2	-2	-7
CC(=O)Nc1ccc(S(=O)(=O)N2CCN(Cc3cccc([N+](=O)[O-])c3)CC2)cc1	0.1	0.1	44	-8
CCOC(=O)C1=C(C)N(CCO)C(=O)NC1c1ccc(OCC)cc1 (stereo unspecified)	-0.1	0.9	-7	7
Cc1ccc(-n2ncc3c(N4CC(C)OC(C)C4)ncnc32)c(C)c1 (stereo unspecified)	-0.1	3.4	6	-14
BrCc1ccc(-c2noc(-c3cccnc3)n2)cc1	-0.1	-0.3	12	-51
Cn1cc(CN2CCC[C@@H]3CN(C(=O)Cc4ccccc4F)CC[C@@H]32)cn1	-0.1	-0.3	-2	-5
CN(C)CCC(=O)c1cccc([N+](=O)[O-])c1	-0.2	0.6	-5	4
CCOC(=O)CONC(=NCc1ccccc1)c1nonc1N	0.2	-0.5	16	-8
O=C(NCCOc1ccccc1)c1cccc(NCCCN2CCCC2=O)c1	-0.1	0.1	9	-51
Cc1cccc(Oc2cc(NC(=O)c3cc4nc(-c5ccccc5)cc(C)n4n3)cc([N+](=O)[O-])c2)c1	-0.1	-1.3	2	-4
CN1C(=O)c2cccc(NC(=O)c3ccc(N4C(=O)CCC4=O)cc3)c2C1=O	0.0	0.8	8	1
O=C(Nc1ccc2oc(-c3ccc(F)cc3)nc2c1)c1ccc(Cl)c([N+](=O)[O-])c1	-0.1	1.5	-4	-42
O=C(Nc1cc(C(=O)N2CC=C(c3ccccc3)CC2)ccc1N1CC2CC(C1)c1cccc(=O)n1C2)c1cccnc1 (stereo unspecified)	0.3	1.1	10	-1
Cc1ccc(C(C)CCNCc2cc(NC(=O)c3ccccn3)cc(C(=O)N(C)C)c2)o1 (stereo unspecified)	0.1	-0.2	-8	-5
O=C(NCCN1CCOCC1)C(=O)NCC1OCCN1S(=O)(=O)c1ccccc1 (stereo unspecified)	1.3	-0.7	15	6
O=C1OC(c2cccc(Br)c2)=N/C1=C\c1ccc(Cl)cc1	-0.1	1.3	-1	-5
CCOc1ccccc1OCCCC(=O)NNC(=O)c1ccc(F)cc1	0.1	0.4	-8	11
O=c1[nH]c(=O)n(-c2ccc(Cl)cc2)c(O)c1C=Nc1ccc(F)cc1	0.0	-0.6	12	7
COc1ccc(C(=O)Nc2c3c(nn2-c2ccccc2C)CS(=O)(=O)C3)cc1OC	-0.5	-0.5	-4	2
CC1CCCC(C)N1CCCNC(=O)c1cn(C(C)c2ccc(F)cc2)nn1 (stereo unspecified)	0.1	0.4	10	0
Cc1ccc(CNC(=O)c2cc3c(=O)n4cccc(C)c4nc3s2)cc1	0.1	-0.9	14	-2
CC(C)N(CCNC(=O)Cc1cn(-c2ccc(Nc3cnccn3)nn2)c2ccccc12)C(C)C	-0.1	-2.6	26	-4
CNC(=O)c1ccc2c(c1)N=C(C)c1cc(Cl)ccc1S2	-0.1	-0.3	-4	2
O=C(O)CCCn1ncn2c(cc3occc32)c1=O	0.1	2.5	-5	-1
CCC(=O)N1CCN(c2ccc(NC(=O)COc3ccccc3)cc2)CC1	-0.4	0.2	1	-5
O=C(CN1CCN(c2cccc(C(F)(F)F)c2)CC1)Nc1ccc(-n2cnnn2)cc1	-0.1	0.0	1	7
COc1ccc(NC(=S)N2CCCC(C(=O)N3CCCC3)C2)cc1 (stereo unspecified)	0.0	-0.4	8	7
O=C1CC(C(=O)Nc2ccc(Cl)cc2)C2(CCCC2)O1 (stereo unspecified)	-0.2	-0.3	-5	-5
COCC(=O)NC(c1nnc2n1CCN(C/C(C)=C/c1ccco1)CC2)C(C)C (stereo unspecified)	-0.2	-0.9	-7	-2

Random excerpt: 3 compounds from above, in no set order.
SMILES	FBW7 activator	GPR151 ag	MITF primary	TEAD-YAP inh
COc1ccc(CNc2ccc(Br)cn2)c(O)c1	0.9	-0.9	12	-59
CCOc1ccccc1OCCCC(=O)NNC(=O)c1ccc(F)cc1	0.1	0.4	-8	11
Cn1cc(CN2CCC[C@@H]3CN(C(=O)Cc4ccccc4F)CC[C@@H]32)cn1	-0.1	-0.3	-2	-5

The list continues:
SMILES	FBW7 activator	GPR151 ag	MITF primary	TEAD-YAP inh
COc1ccccc1NC(=O)c1cc(I)ccc1Cl	0.0	0.0	10	17
O=C(NC1CC1)c1ccc(-c2cccc(C(=O)NCCc3ccc(O)cc3)n2)cc1	0.1	-0.5	14	-3
O=C(NS(=O)(=O)N1CCOCC1)N1c2ccccc2CCc2ccccc21	0.6	0.9	3	-7
O=C(CSc1nccn1Cc1ccccc1Cl)Nc1ccc(F)cc1	0.1	-0.7	24	-8
Cc1onc(-c2ccccc2)c1C(=O)OCC(=O)Nc1ccc(C#N)cc1	0.3	-0.2	6	12
COc1ccc(OC)c(NC(=O)CSc2ccc3nnc(-c4cccnc4)n3n2)c1	0.8	1.4	4	-2
CCCCOc1cccc(C(=O)Nc2ccc(Cl)cn2)c1	0.0	-1.0	13	-11
CC(C)(C)c1ccc(Nc2nc(N)c(C#N)c(CC#N)c2C#N)cc1	-0.1	-0.1	-4	-12
COC1=CC(=CN(O)c2ccccc2)C=C(OC)C1=O	0.1	-2.2	8	-5
O=C(NNC(=O)C12CC3CC(C1)CC(c1ccccc1)(C3)C2)c1ccncc1	-0.2	6.0*	-2	2
COc1cccc(C2C(C(C)=O)=C(O)C(=O)N2CC(=O)O)c1 (stereo unspecified)	0.0	4.4	19	12
Cc1cc(C)cc(C(=O)NCC(=O)OCC(=O)C(C)(C)C)c1	0.1	2.8	6	-2
CCOc1ccccc1NC(=O)c1c(NC(=O)c2ccccc2F)sc2c1CCCCC2	0.1	-0.3	11	-2
COc1cc(C=O)ccc1OCC(=O)c1ccccc1	-0.1	-7.7	1	60*
CCS(=O)(=O)n1nc(-c2ccco2)nc1SCc1ccccc1	0.0	0.1	1	-24
COCCSc1ccccc1C(=O)Nc1ccc(S(=O)(=O)N2CCCCC2)cc1	-0.1	0.5	-8	3
Cc1ccc(CS(=O)Cc2ccc(C(=O)NC(C)c3ccccc3)o2)cc1 (stereo unspecified)	0.3	1.6	10	4
O=C(Cn1c(=O)oc2ccccc21)NCc1cccc(Br)c1	0.1	-0.2	11	1

Filtered by structure: the compounds so far with a tert-butyl group (3)
SMILES	FBW7 activator	GPR151 ag	MITF primary	TEAD-YAP inh
CC(C)(C)c1ccc(OCCCC(=O)Nc2ccc(S(=O)(=O)Nc3nccs3)cc2)cc1	-0.1	0.0	12	8
CC(C)(C)c1ccc(Nc2nc(N)c(C#N)c(CC#N)c2C#N)cc1	-0.1	-0.1	-4	-12
Cc1cc(C)cc(C(=O)NCC(=O)OCC(=O)C(C)(C)C)c1	0.1	2.8	6	-2
